Assay outcomes from PubChem BioAssay.
inhibitors of VEEV: inhibitors of VEEV TC-83 cytopathic effect, confirmation, Vero cells (AID 588727). Vero cells, VEEV TC-83 cytopathic effect inhibition; higher % means a stronger effect. inhibition, % at 20 µM, or IC50 in µM where a hit was titrated. 350,000 tested, 0.13% active; in the data active = a potency from the dose series; inconclusive = inhibition mostly from about 14% at the one dose, without a potency; inactive = the rest, 99 in 100 with inhibition below about 12%; note: strong numbers were not always called active
M. tuberculosis HTS: M. tuberculosis growth inhibition, HTS (AID 449762); M. tuberculosis H37Rv growth inhibition, 7H9 media; higher % means a stronger effect; inhibition, % at 25 µM, or IC50 in µM where a hit was titrated; 330,000 tested, 0.59% active; in the data active = a potency from the dose series; inconclusive = inhibition above about 70% without an active follow-up result;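 note: bacterial growth assessed after seven days of incubation; strong numbers were not always called active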
influenza NS1A: H1N1 influenza NS1A inhibitors, functional cell based assay (AID 504329); inhibition, % at 12.5 µM; hits with a dose series show IC50 in µM; NS1A functional cell-based assay, percent inhibition; higher % means a stronger effect; 340,000 tested, 0.3% active; in the data active = a potency from the dose series; inconclusive = inhibition above about 27% without an active follow-up result; note: strong numbers were not always called active
Salmonella PhoP GFP: Inhibition of PhoP regulon, Salmonella typhi GFP reporter cells, confirmation, 4 h (AID 1850); Salmonella Typhi PhoP-promoter GFP reporter, fluorescence, 4 h; higher % means a stronger effect; 310,000 tested, 0.33% active; inhibition, % at 50 µM, or IC50 in µM where a hit was titrated; in the data active = a potency from the dose series; inconclusive = inhibition mostly from about 25% at the one dose, without a potency; inactive = the rest, 99 in 100 with inhibition below about 19%;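 note: 0% = induced wells with vehicle and 100% = uninduced wells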
M. tuberculosis: growth inhibition of non-replicating M. tuberculosis (AID 488890); Mycobacterium tuberculosis non-replicating, growth inhibition; higher % means a stronger effect; one-dose inhibition, % at 25 µM; IC50 in µM for titrated hits; 320,000 tested, 0.39% active; in the data active = a potency from the dose series; inconclusive = inhibition mostly from about 82% at the one dose, without a potency; inactive = the rest, 99 in 100 with inhibition below about 76%;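 note: plate controls were DMSO cells for no effect and high antibiotic wells for full effect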
inhibitors of VEEV 10K pilot screen: further read-out of inhibitors of VEEV, marked with its call; inhibition, %; measured here: 10K pilot screen inhibition
Active calls of the source: *; i = inactive; ? = inconclusive; / = not tested or not shown. Rows were taken by chance. About 1.5% of those tested had a hit in this group.

SMILES | inhibitors of VEEV | M. tuberculosis HTS | influenza NS1A | Salmonella PhoP GFP | M. tuberculosis | others
O=C1Nc2ccc(Br)cc2/C1=C/c1ccc(C(=O)O)cc1 | / | 0% | / | -21% | 0%
CCN1C(=O)c2c(C)nc3ccccc3c2C1=O | i | -2% | 0% | 7% | 6%
CCOC(=O)C(C)On1c(SC(C)C(=O)OCC)nc2ccccc2c1=O (stereo unspecified) | 1.5% | -15% | -2% | 0% | 35%
O=C(CSC1=NS(=O)(=O)c2ccccc2N1)c1ccccc1 | 0.7% | -8% | -4% | 3% | 16%
COc1cccc(OC)c1C(=O)Nc1ccccc1N1CCCC1 | 1.4% | 1% | 4% | 7% | 7%
Cc1cc(C)c(C#N)c(N2CCN(c3ccccc3)CC2)n1 | 0.6% | 1% | -15% | -5% | 5%
CN(C)CCNc1ccc2nnn3c4ccc(O)cc4c(=O)c1c23 | 11% | / | -17% | / | /
O=C(C[n+]1cc(-c2ccc(Cl)c(Cl)c2)n2c1CCC2)OCc1ccccc1 | i | 0% | 1% | -2% | -12%
CC(=O)NCCC(=O)Nc1cc(S(=O)(=O)N2CCCCC2)ccc1N1CCCCC1 | i | 1% | 1% | / | -16%
Cc1ccc(NC(=O)CSc2nc3[nH]ncc3c(=O)[nH]2)cc1Cl | 3.7% | 11% | -1% | -1% | -5%
CCOC(=O)N1CCN(S(=O)(=O)c2ccc(Br)cc2)CC1 | i | 13% | -4% | -6% | 26%
O=C(Cc1cccs1)Nc1cccc([N+](=O)[O-])c1 | i | 2% | 3% | 0% | 22%
COc1ccc(CNC(=O)CNC(=O)c2c(C)nn(C)c2Cl)cc1 | 1.3% | -4% | -4% | 1% | 7%
Cc1occc1-c1nnc(SCC(=O)N2CC(=O)Nc3ccccc32)n1CC(C)C | 0.3% | -4% | -2% | -4% | 15%
CCCN(CCC)S(=O)(=O)c1ccc(C)cc1 | i | 14% | -1% | 3% | -12%
COc1ccccc1NC(=O)C1C2C=CC3(CN(Cc4cccnc4)C(=O)C13)O2 (stereo unspecified) | 0.6% | -7% | 1% | -10% | -12%
CCCCN(C(=O)C1=NN(c2ccccc2)C(=O)CC1)c1c(N)n(CC(C)C)c(=O)[nH]c1=O | 1.1% | -9% | -7% | / | 3%
COc1ccc([C@@H]2[C@@H]3C(=O)N(C(C)(C)C)C(=O)[C@@H]3[C@]3(CC(C)C)C(=O)N(c4cccc(F)c4)C(=O)N23)cc1 | 1.7% | 6% | -2% | -11% | 56% | inhibitors of VEEV 10K pilot screen=1.3
CCn1c(Cc2ccccc2)nnc1SCC(=O)N1CCCC1=O | 2.0% | -16% | -5% | -6% | -10%
COc1ccccc1NC(=O)COc1ccc(/C=N/NC(=O)CSCc2cc(C)cc(C)c2)cc1 | 3.6% | 1% | -6% | -4% | /
CC(C)N(C(=O)CSc1nnnn1-c1ccc2c(c1)OCO2)C(C)C | i | 3% | / | -6% | -8%
COc1ccc2c(c1OC)C(=O)NC(C)=C(C(=O)OC(C)(C)C)C2O (stereo unspecified) | 0.4% | 0% | -6% | -12% | -13%
COC(=O)CNC(=O)C1CCCN1C(=O)CNC(=O)OCc1ccccc1 (stereo unspecified) | i | -2% | -8% | 8% | 2%
CC(C)(C)C(=O)NC(=S)Nc1ccc(Cc2ccncc2)cc1 | i | 4% | -8% | -4% | ?
CCC(C)c1ccc(NC(=S)NCCn2cc(Br)cn2)cc1 (stereo unspecified) | 2.3% | ? | -1% | 8% | ?
COC(=O)CNc1nc(Cl)nc(N2CCC(C)CC2)n1 | 0.9% | -1% | -14% | 9% | -4%
COc1ccc(NC(=O)CN2CCN(Cc3ccc4c(c3)OCO4)CC2)cc1OC | i | -1% | 6% | 7% | -6%
Cc1ccc(NC(=O)COc2ccc3oc4c(c3c2)CCCC4)nc1 | 1.1% | 6% | -8% | -5% | /
Cn1cc(CN2CCCC(CO)(Cc3ccccc3)C2)c2ccccc21 (stereo unspecified) | 1.9% | 34% | 8% | 7% | 2%
Cc1ccsc1/C=C1\Oc2cc(OCC(=O)c3ccccc3)ccc2C1=O | 9.0% | 2% | 1% | -5% | 37%
CCc1nnc(NC(=O)CSc2nnc(CNC(=O)c3cc(OC)c(OC)c(OC)c3)o2)s1 | 0.1% | 4% | 3% | -7% | -15%
CCCCNC(=S)Nc1ccc([N+](=O)[O-])cc1 | i | 2% | 1% | 38% | ?
O=c1c2[nH]c3ccccc3c2ncn1Cc1cccnc1 | 2.1% | / | 6% | / | /
Cc1cc(C)c(-c2c(O)c3c(n(C)c2=O)CC(C)(C)CC3=O)c(C)c1 | i | -3% | -3% | -2% | -4%
O=C1NC(c2ccc(Br)cc2)Oc2ccccc21 (stereo unspecified) | 0.0% | 2% | 2% | -2% | -6%
CCOC(=O)c1ccc(N=Cc2c(O)n(-c3ccc(OC)cc3)c(=S)[nH]c2=O)cc1 | i | ? | 4% | -5% | 74% | inhibitors of VEEV 10K pilot screen=1.0
COC(=O)CCCNC(=O)OCc1ccc([N+](=O)[O-])cc1 | 1.3% | 1% | 4% | 3% | 4%
COc1cc(Br)cc2cc(C(=O)NCC3CCCO3)c(=O)oc12 (stereo unspecified) | 0.4% | 0% | 3% | 6% | 66%
Cc1ccc(C(=O)C(OC(=O)CNC(=O)c2ccc(Cl)cc2)c2ccccc2)cc1 (stereo unspecified) | i | 12% | 2% | -4% | 9%
CCC1CCC(NC(=O)Nc2cccc(OC)c2)CC1 (stereo unspecified) | 0.7% | ? | 7% | 11% | 51%
CCC(CO)NCc1ccc(OCC(O)c2ccccc2)c(OC)c1 (stereo unspecified) | i | 2% | -25% | 2% | 1%
FC(F)(F)c1cc(CCN2CCNC[C@@H]2Cc2ccccc2)cc(C(F)(F)F)c1 | i | ? | -3% | -13% | 42%
CCc1nnc(SCC(=O)NC2CC2)n1CC | 0.2% | 7% | -15% | -2% | -12%
CCCCCCCCNS(=O)(=O)CCNCc1ccccc1 | i | / | -5% | / | /
COc1ccc(N=Cc2c(O)c3ccccc3n2C(C)=O)cc1 | 9.6% | 37% | 3% | -7% | 12%
O=C1CC(c2ccccc2)CC(O)=C1C=Nc1ccc(Cl)cc1 (stereo unspecified) | i | 10% | -12% | -4% | 72%
Cc1nn(Cc2cccc(C(=O)NCC(C)C)c2)c(C)c1Br | 4.4% | -8% | 9% | -10% | 35%
Cc1cccc(C)c1NC(=O)Cn1c(=O)n(CCCC(=O)NCc2ccco2)c(=O)c2sccc21 | i | -10% | -1% | -12% | 7%
Fc1ccc(C2CCCN2Cc2nc(Cc3ccccc3F)no2)cc1 (stereo unspecified) | i | 6% | 0% | 3% | 8%
CCSC1=C(C#N)C(c2ccc(OC)c(OC)c2)CC(=O)N1 (stereo unspecified) | 0.6% | -3% | -2% | 11% | -11%
COc1cc(-c2nnn(CC(=O)N3CCOCC3)n2)cc(OC)c1OC | 8.4% | 5% | 15% | 0% | 2%
CCCCOC(=O)CSc1nc2ccccc2o1 | 1.8% | 0% | / | 13% | ?
O=C(CN(Cc1ccccc1Cl)C(=O)c1ccc(CN2CCOCC2)o1)NCC1CCCO1 (stereo unspecified) | 2.9% | 0% | -2% | 0% | 10%
CCOC(=O)C/C(C)=N/NC(=O)COc1ccccc1C | 0.9% | 5% | -6% | -9% | -19%
Cc1onc(-c2ccccc2)c1C(=O)N/N=C/C(Br)=C/c1ccccc1 | 0.2% | 0% | 10% | 3% | 38%
COc1ccc(-c2nc(NC(=O)c3[nH]c(C)c(C(C)=O)c3C)sc2C)cc1 | ? | 94% | 2% | -1% | 61%
CCn1c(O)c(C=Nc2ccc(S(N)(=O)=O)cc2)c(=O)n(CC)c1=S | 7.0% | 12% | -1% | -10% | 52%
COc1ccc(-c2cnnn2-c2ccc(NC(=O)c3ccco3)cc2)cc1OC | 1.8% | 1% | 0% | -6% | 12%
CC(=O)c1cccc(OCC(=O)OCC(=O)Nc2cc(S(=O)(=O)N3CCCCC3)ccc2C)c1 | 3.6% | -1% | -2% | / | -5%
CCCC1=C(C(=O)OCC)C(c2ccc(OC)c(CSc3ccccn3)c2)C(C#N)=C(N)O1 (stereo unspecified) | 6.0% | -9% | 3% | -1% | -6%
Later entries.
SMILES | inhibitors of VEEV | M. tuberculosis HTS | influenza NS1A | Salmonella PhoP GFP | M. tuberculosis | others
COCCNC(=O)/C(C#N)=C/c1ccc(-c2ccc(S(=O)(=O)N3CCOCC3)cc2)o1 | 4.8% | 8% | -1% | -8% | 6%
O=C(NCCc1ccccc1)c1ccc2c(c1)OCCCO2 | 0.6% | -2% | -3% | 12% | 15%
CCCCNC(=O)c1onc(CSc2ccc(C)c(C)c2)c1C(=O)O | 0.2% | 2% | 0% | 4% | 56% | inhibitors of VEEV 10K pilot screen=0.9
CCOC(=O)CC(NC(=O)c1cccc2c1C(=O)N(Cc1cccnc1)C2)c1ccc(OCC)c(OC)c1 (stereo unspecified) | 0.1% | -4% | -16% | -5% | 4%
CC(C)(C)c1ccc2c(c1)OC(C(=O)N/N=C\c1ccc(-c3cccc(C(=O)O)c3)o1)CO2 (stereo unspecified) | 0.4% | 0% | -7% | -3% | 51%
CCc1ccc(-c2c(C)sc(NC(C)=O)c2C(N)=O)cc1 | i | 46% | 3% | -7% | 42%
CCCN(CCC)C(=O)Cn1ccc(=N)c2ccccc21 | 4.8% | 6% | -6% | 2% | -4%
Cc1ccc(-c2nc(CS(=O)(=O)CC(=O)N3CCOCC3)c(C)o2)cc1 | 1.0% | -3% | 1% | -2% | -18%
COc1cc(C(=O)Nc2cc(Cl)ccc2C)c(-n2cnnn2)cc1OC | 1.7% | 6% | -1% | 2% | 0%
O=C1CC(N2CCc3ccccc32)C(=O)N1c1ccc(F)cc1 (stereo unspecified) | 0.5% | -8% | 1% | 18% | 0%
Cc1cnc(C(=O)N2CCN(S(=O)(=O)c3ccc(F)c(F)c3F)CC2)cn1 | 1.3% | 0% | -6% | / | -3%
COc1ccc(/C=C/CN2CCN(Cc3ccc(F)cc3)C(CCO)C2)cc1 (stereo unspecified) | i | -3% | -7% | -4% | 30%
C=CCc1cc(CN2CC(C)OC(C)C2)c(O)c(OC)c1 (stereo unspecified) | 0.6% | / | 1% | / | /

Filtered by structure, the entries above containing an aryl thioether with sulfur outside any ring.
SMILES | inhibitors of VEEV | M. tuberculosis HTS | influenza NS1A | Salmonella PhoP GFP | M. tuberculosis | others
CCOC(=O)C(C)On1c(SC(C)C(=O)OCC)nc2ccccc2c1=O (stereo unspecified) | 1.5% | -15% | -2% | 0% | 35%
Cc1ccc(NC(=O)CSc2nc3[nH]ncc3c(=O)[nH]2)cc1Cl | 3.7% | 11% | -1% | -1% | -5%
Cc1occc1-c1nnc(SCC(=O)N2CC(=O)Nc3ccccc32)n1CC(C)C | 0.3% | -4% | -2% | -4% | 15%
CCn1c(Cc2ccccc2)nnc1SCC(=O)N1CCCC1=O | 2.0% | -16% | -5% | -6% | -10%
CC(C)N(C(=O)CSc1nnnn1-c1ccc2c(c1)OCO2)C(C)C | i | 3% | / | -6% | -8%
CCc1nnc(NC(=O)CSc2nnc(CNC(=O)c3cc(OC)c(OC)c(OC)c3)o2)s1 | 0.1% | 4% | 3% | -7% | -15%
CCc1nnc(SCC(=O)NC2CC2)n1CC | 0.2% | 7% | -15% | -2% | -12%
CCCCOC(=O)CSc1nc2ccccc2o1 | 1.8% | 0% | / | 13% | ?
CCCC1=C(C(=O)OCC)C(c2ccc(OC)c(CSc3ccccn3)c2)C(C#N)=C(N)O1 (stereo unspecified) | 6.0% | -9% | 3% | -1% | -6%
CCCCNC(=O)c1onc(CSc2ccc(C)c(C)c2)c1C(=O)O | 0.2% | 2% | 0% | 4% | 56% | inhibitors of VEEV 10K pilot screen=0.9
